C2C12 statin: suppressors of statin myotoxicity in C2C12 myotubes, primary screen, cell-based, single point, plate reader; rescue of ATP level, % at 7.49 µM; C2C12 myotubes + simvastatin, ATP luminescence, 48 h; scaled: DMSO 0, geranylgeraniol control 100; 330,000 tested, 0.78% active;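 active = mean ATP rescue above about 67%, or every replicate alone reaching that limit, limit read from the data, passing the limit was not always enough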;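 also: myotubes were challenged with 10 µM simvastatin during compound exposure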
FN deposit inh: inhibitors of fibronectin matrix deposition, primary screen, AH1F cells, Alexa488-fibronectin fluorescence, plate reader | 350,000 tested, 0.086% active | inhibition, % at 12.6 µM | AH1F fibroblasts, overnight;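 active = mean inhibition across replicates of 30% or more, regardless of how many single replicates reach that level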;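 also: positive control wells lacked labelled fibronectin entirely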
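Material: AH1F fibroblasts assembling fluorescent fibronectin matrix; amount: 10000 AH1F cells/well; medium: DMEM, 2% serum; reagent: Alexa488-fibronectin, 24 nM final in well; dosing: single compound dose, delivered by pin transfer; incubation: 1 h adhesion, overnight exposure; detection: fluorescence after three HBSS washes, excitation 485 nm, emission 525 nm; measure: fibronectin deposition inhibition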
INS-1E GSIS act: GLuc luminescence reporter in INS-1E cells, primary screen for activators of glucose-dependent secretion of insulin; INS-1E GLuc reporter insulin secretion, 2-3 h; activation, % at 16.6 µM; 370,000 tested, 0.61% active;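 active = lowest replicate activation of at least 40%, so every replicate reaches that level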;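 also: 0% = median of neutral control wells and 100% = median of IBMX positive control wells; some compounds called inactive have numbers as strong as hits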
F508del corr: F508del CFTR correction, initial screen, CFBE line, single point; 350,000 tested, 0.36% active; activity (quench increase), % at 7.58 µM; CFBE cells, YFP halide quenching; stimulated with forskolin plus potentiator P3; % fluorescence drop versus neutral controls;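 active = mean added fluorescence quench of at least 8% versus neutral control, with both replicates also reaching 8%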;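 also: cells transiently co-express mutant CFTR-F508del with the halide-sensitive YFP; corrector assay measuring rescue of mutant channel to the surface after 24 h compound exposure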
PGC1a acetyl inh: inhibitors of PGC1a acetylation signal, primary screen, cell-based, U2OS, AlphaScreen, inhibitor mode; 350,000 tested, 0.17% active; AID 651687, 2012; AlphaScreen anti-acetyl-lysine; with virally co-expressed GCN5 acetyltransferase; inhibition, % at 15.6 µM;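 active = every replicate shows inhibition of at least 40%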;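 also: 0% = neutral control wells and 100% = positive control wells; some results beyond the cut were filed as inactive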
PglD DTNB: C. jejuni PglD acetyltransferase inhibitors, primary screen, biochemical, DTNB colorimetric, single point. purified PglD enzyme, DTNB colorimetric CoA detection. inhibition, % at 12.5 µM. 360,000 tested, 0.098% active; in the data active = inhibition above about 16%, passing the limit was not always enough; also: strong numbers were not always called active
miR122 inh: miR-122 Renilla sensor signal increase in Huh7, primary screen, miR-122 inhibitor project, cell-based, single point, plate reader; Huh7 miR-122 Renilla luciferase sensor, 48 h; neutral wells = 0, positive control = 100; activation (reporter increase), % at 12.5 µM; 340,000 tested, 0.3% active; AID 602342, 2012;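 active = mean replicate activation score at least 90 and every replicate individually at or above 90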;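 also: higher luciferase means less miR-122 activity so hits act as miR-122 inhibitors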
Cneo AK release: Cryptococcus neoformans cell lysis inducers, primary screen, AK release luminescence, single concentration | C. neoformans lysis, adenylate kinase release luminescence, 4 h; normalised: neutral wells 0, clomiphene wells 100 | 360,000 tested, 0.2% active | lysis activity, % at 15 µM;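 active = mean lysis activity across replicates of at least 80%, whatever share of replicates individually reach that level; inactive = mean lysis activity below 80%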
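Schedule: static 4 h at 37 °C with compound, 1 h detection; system: C. neoformans cells; benchmarks: Clomiphene as positive control; buffer or medium: fresh YPD medium; measure: luminescence rise reflecting yeast cell lysis; measured by: luminescent adenylate kinase detection reagent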
* hit, by the source's call; / = not tested or not shown; & = joins results of further samples; [ ] = remark or other dose.

Keys – A = C2C12 statin; B = FN deposit inh; C = INS-1E GSIS act; D = F508del corr; E = PGC1a acetyl inh; F = PglD DTNB; G = miR122 inh; H = Cneo AK release
> CO[C@@H](CN(C)S(=O)(=O)c1ccccc1)[C@@H](C)CN(Cc1ccccc1Cl)[C@H](C)CO
  A = -4 | B = 6 | C = -11 | D = -3.5 | E = -18 | F = -3 | G = / | H = 12

> COC(=O)c1ccc(NC(=O)c2cccc(NC(=O)c3ccco3)c2)cc1
  A = 5 | B = 2 | C = 3 | D = 1.8 | E = 0 | F = -2 | G = 8 | H = 0

> CN(C)CC(=O)N[C@H]1CC[C@H](CCNS(=O)(=O)c2ccccc2)O[C@@H]1CO
  A = 2 | B = 13 | C = -1 | D = -3.5 | E = 9 | F = 0 | G = / | H = 0

> O=C(Nc1ccccc1N1CCCCC1)c1cc(S(=O)(=O)N2CCOCC2)ccc1Cl
  A = / | B = -4 | C = -2 | D = 2.0 | E = / | F = -7 | G = / | H = 3

> Cc1ccc(NC(=O)CNC(=O)c2cccc(C)c2)nc1
  A = -38 | B = 4 | C = 1 | D = -4.1 | E = -2 | F = -4 | G = -5 | H = -2

> Cc1cc(Cl)ccc1OCCCC(=O)NNC(=O)c1ccccc1O
  A = 28 | B = 13 | C = 17 | D = 0.3 | E = / | F = 3 | G = -1 | H = 1

> CC(C)CCNC(=O)CCCc1ccccc1
  A = -1 | B = -2 | C = 2 | D = 2.7 | E = 1 | F = 5 | G = -3 | H = 5

> O=C(c1ccco1)N1CCN(CC(O)COc2ccc(Br)cc2)CC1 (stereo unspecified)
  A = -8 | B = -3 | C = -1 | D = -1.6 | E = -1 | F = -1 | G = -3 | H = -1

> COc1cccc(OC)c1/C(O)=C(\C#N)c1nc2ccccc2[nH]1
  A = 0 | B = / | C = -25 | D = 1.3 | E = / | F = / | G = 4 | H = /

> CCC(CO)Oc1cc(NC(=O)c2ccccc2N)c2ncn(C(C)C)c2c1 (stereo unspecified)
  A = -18 | B = 19 | C = 6 | D = 2.2 | E = / | F = 3 | G = / | H = -4

> CN1C(=O)c2cc(NC(=O)c3cccc(F)c3)ccc2OC[C@@H]2O[C@@H](CC(=O)NCc3ccccc3Cl)CC[C@H]21
  A = -8 | B = -3 | C = -3 | D = 0.5 | E = -4 | F = 4 | G = -27[16.7 µM] | H = 0

> CCN(C(=O)COC(=O)c1ccc2ccccc2n1)c1c(N)n(Cc2ccccc2)c(=O)[nH]c1=O
  A = 5 | B = / | C = 20 | D = -3.3 | E = 9 | F = -3 | G = -2 | H = -1

> O=C(NC1CCN(C(=O)N2c3ccccc3Sc3ccccc32)CC1)c1ccccc1F
  A = 76* | B = / | C = -9 | D = -2.1 | E = -12 | F = 3 | G = -6 | H = 1

> Cc1ccc(C)c(OCC(=O)Nc2ccc(C(=O)O)cc2NC(=O)COc2cc(C)ccc2C)c1
  A = 3 | B = 8 | C = 6 | D = 0.7 | E = 1 | F = 4 | G = -5 | H = 2

> O=C(COc1ccccc1C(=O)NCC1CCCO1)Nc1ccc(Cl)cc1Cl (stereo unspecified)
  A = 6 | B = 8 | C = -13 | D = 2.8 | E = 1 | F = -1 | G = -3 | H = 5

> COc1ccc([N+](=O)[O-])cc1NC(=O)CCSCCc1ccccn1
  A = / | B = 1 | C = 1 | D = -0.5 | E = -5 | F = / | G = / | H = /

> CCC(=O)c1ccc(OCC(=O)Nc2nc(-c3cccnc3)cs2)cc1
  A = -15 | B = -6 | C = -2 | D = 2.5 | E = -9 | F = 0 | G = 3 | H = 7

> CCOn1c(=O)c[n+]([O-])c2ccccc21
  A = 1 | B = -1 | C = -5 | D = 1.3 | E = 6 | F = 1 | G = 2 | H = 3

> C[C@H]1CCCCO[C@H](CN(C)CC2CCCCC2)[C@@H](C)CN([C@@H](C)CO)C(=O)c2cc(NC(=O)Nc3ccccc3)ccc2O1
  A = / | B = -12 | C = -9 | D = 0.8 | E = 3 | F = 2 | G = -17[16.7 µM] | H = 2

> CCOC(=O)C1=C(CC)Nc2ccccc2N/C1=N\S(=O)(=O)c1ccccc1F
  A = 27 | B = 7 | C = -20 | D = 0.0 | E = 6 | F = 2 | G = 2 | H = 0

> C[C@@H]1CN([C@H](C)CO)C(=O)c2cc(NS(=O)(=O)c3ccc(F)cc3)ccc2O[C@@H](C)CCCCO[C@@H]1CN(C)Cc1ccccc1
  A = / | B = -2 | C = -21 | D = 1.8 | E = 7 | F = -3 | G = -4[16.7 µM] | H = 0

> COc1ccc(N2CCN(CCCn3cnc4c(OC)ncnc43)CC2)cc1
  A = 6 | B = 2 | C = 5 | D = -0.2 | E = -8 | F = 3 | G = -6 | H = 0

> Cn1ncc(N2CCN(S(=O)(=O)c3ccc(Br)cc3)CC2)c(Cl)c1=O
  A = -4 | B = 1 | C = 2 | D = 0.7 | E = -2 | F = -8 | G = 7 | H = 0

> C[C@@H]1CN([C@H](C)CO)S(=O)(=O)c2ccc(-c3ccc(F)cc3)cc2O[C@H]1CN(C)C(=O)c1ccccc1F
  A = -55 | B = -3 | C = -18 | D = -0.9 | E = / | F = 0 | G = 9[16.7 µM] | H = -2

> O=C(OCC(=O)N1CCCc2ccccc21)c1ccccc1OC(F)F
  A = 10 | B = -6 | C = / | D = -7.3 | E = 14 | F = 8 | G = -2 | H = -1

> COc1cccc(-n2c(CN3CCN(c4ccc(C)cc4)C(C)C3)nc3ccc([N+](=O)[O-])cc3c2=O)c1 (stereo unspecified)
  A = 8 | B = 0 | C = 2 | D = -2.5 | E = 3 | F = 3 | G = 1 | H = 0

> CO[C@@H](CN(C)C(=O)C1CCOCC1)[C@@H](C)CN(C(=O)Nc1ccc(F)cc1)[C@H](C)CO
  A = 2 | B = -3 | C = 6 | D = 0.0 | E = 10 | F = 2 | G = / | H = -4

> CCOc1ccc(N=C(NC#N)SCC(=O)NC2CC2)cc1
  A = 39 | B = / | C = / | D = / | E = / | F = -4 | G = 42 | H = -5

> Cc1ccc(S(=O)(=O)NC(=O)NN2CCCCCC2)cc1
  A = -5 | B = -3 | C = / | D = -21 | E = 3 | F = 1 | G = -6 | H = -1

> Cc1ccc(S(=O)(=O)Nc2ccc3c(c2)CC(=O)N([C@H](C)CO)C[C@@H](C)[C@@H](CN(C)Cc2ccc(-c4ccccc4)cc2)O3)cc1
  A = 27 | B = 9 | C = 0 | D = 2.2 | E = -2 | F = 0 | G = -7[16.7 µM] | H = 47

> O=C(Nc1cccc(Cl)c1N1CCOCC1)c1ccc(Br)o1
  A = / | B = -5 | C = 3 | D = -1.4 | E = -3 | F = 3 | G = -3 | H = 4

> Cc1cccc2c(=O)c(-c3ccc(Cl)cc3)c(NC(=O)c3ccco3)oc12
  A = 7 | B = 0 | C = 111 | D = -3.1 | E = 0 | F = -4 | G = 2 | H = -1

> CSc1ccc(C(=O)C2CCCN(C(=O)CN3CCOC3=O)C2)cc1 (stereo unspecified)
  A = 0 | B = 2 | C = 15 | D = 2.1 | E = 10 | F = -2 | G = -2 | H = -3

> O=C(CCCOc1ccccc1)N1CCN(S(=O)(=O)c2ccc(Cl)cc2)CC1
  A = 3 | B = 7 | C = -2 | D = 1.1 | E = 15 | F = 5 | G = -4 | H = 3

> OCCNC(=S)Nc1ccc2c(c1)OCCO2
  A = -3 | B = 4 | C = -32 | D = 0.0 | E = -2 | F = -3 | G = 0 | H = -6

> Cc1ccc(NC(=O)Cn2cc(C(F)(F)F)cc(Cl)c2=O)cc1Cl
  A = / | B = -5 | C = 9 | D = -2.3 | E = 0 | F = / | G = / | H = /

> C/C=C/c1ccc([C@H]2[C@H]3CN(C(=O)Nc4ccc(F)cc4)CCCCN3[C@H]2CO)cc1
  A = 4 | B = / | C = -16 | D = -1.1 | E = 8 | F = 3 | G = 5[16.7 µM] | H = 1

> Cc1c(NS(C)(=O)=O)cccc1-c1nc2cccnc2s1
  A = -3 | B = 2 | C = -3 | D = -1.6 | E = -9 | F = -1 | G = 3 | H = 0

> Cc1cccc(/C(N)=N/OC(=O)COc2ccc(Cl)c(C)c2)c1
  A = 10 | B = -4 | C = -3 | D = / | E = 11 | F = -2 | G = -5 | H = -1

> COc1ccc(C(=O)NC(C)c2nc3ccccc3[nH]2)cc1OC (stereo unspecified)
  A = 4 | B = / | C = 12 | D = / | E = -3 | F = 4 | G = -6 | H = -2

> CN(C)CC(=O)Nc1ccc2c(c1)[C@H]1C[C@@H](CC(=O)NCc3ccc(Cl)cc3)O[C@H](CO)[C@H]1O2
  A = 0 | B = -1 | C = -3 | D = -5.1 | E = -7 | F = 2 | G = 0[16.7 µM] | H = 14

> CCC(=O)N1CCCCN2[C@H](C1)[C@@H](c1ccc(-c3ccc(F)cc3)cc1)[C@@H]2CO
  A = -43 | B = / | C = -7 | D = 1.7 | E = -12 | F = -4 | G = 11[16.7 µM] | H = 1

> O=C(O)c1ccc(N2C(=O)CCCC2=O)cc1
  A = / | B = 1 | C = 28 | D = 1.5 | E = 7 | F = 0 | G = -7 | H = -1

> CCOC(=O)c1ccccc1NC(=O)CN1C(=O)CCS(=O)(=O)c2ccccc21
  A = -4 | B = / | C = / | D = / | E = -14 | F = -5 | G = 79 | H = 0

> CCN(CC)S(=O)(=O)c1ccc(C(=O)NCC2CCCCC2)cc1
  A = -13 | B = -4 | C = -31 | D = -3.9 | E = / | F = 3 | G = / | H = 0

> CCCC(=O)Nc1nc(-c2ccc3c(c2)OCCO3)cs1
  A = 1 | B = 0 | C = 16 | D = -2.9 | E = -8 | F = 1 | G = 9 | H = 1

> CCS(=O)(=O)n1nc(-c2ccccc2)nc1NCc1ccco1
  A = 0 | B = 2 | C = / | D = / | E = -10 | F = -3 | G = -7 | H = 1

> CCCCOc1cc(C(=O)NCCN(CC)CC)c2ccccc2n1
  A = -11&15 | B = -1&1 | C = 3 | D = 1.3&6.0 | E = 14 | F = 2&-2 | G = -10&-2 | H = 1&0

> COc1cccc(NC(=O)CN2C(=O)C(=O)N(C3CCCC3)C2=O)c1
  A = 10 | B = 8 | C = / | D = -4.5 | E = 2 | F = -4 | G = 2 | H = 0

> CCOc1c(Cl)cc(/C=C/C(=O)N(CC)CC(=O)Nc2ccc(NC(C)=O)cc2)cc1OC
  A = -16 | B = 8 | C = -15 | D = -1.2 | E = 24 | F = 1 | G = -1 | H = -1

> N#Cc1ccc(-c2ccc([C@@H]3[C@@H](CO)N4CCCCN(S(=O)(=O)c5ccccc5)C[C@H]34)cc2)cc1
  A = / | B = / | C = -18 | D = 1.8 | E = 8 | F = -2 | G = 11[16.7 µM] | H = -1

Single records, from the list above. Values in the order: C2C12 statin, FN deposit inh, INS-1E GSIS act, F508del corr, PGC1a acetyl inh, PglD DTNB, miR122 inh, Cneo AK release
`CCOc1c(Cl)cc(/C=C/C(=O)N(CC)CC(=O)Nc2ccc(NC(C)=O)cc2)cc1OC` is listed as -16, 8, -15, -1.2, 24, 1, -1, -1
`N#Cc1ccc(-c2ccc([C@@H]3[C@@H](CO)N4CCCCN(S(=O)(=O)c5ccccc5)C[C@H]34)cc2)cc1` is listed as /, /, -18, 1.8, 8, -2, 11[16.7 µM], -1
`CCCC(=O)Nc1nc(-c2ccc3c(c2)OCCO3)cs1` is listed as 1, 0, 16, -2.9, -8, 1, 9, 1

Compound activity: PubChem, Broad Institute
